Source: PubChem BioAssay
Tn6 DDE FP: disrupts Tn6 cyclic peptide binding to fibrin D-Dimer-E complex. P02675. 370,000 compounds, 0.21% hits. inhibition, % at 8.3 µM. Fibrin DD(E) TRITC-Tn6 fluorescence polarization displacement;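 active means inhibition above a per-campaign cutoff: mean of compounds within control limits plus 3 SD, cut at about 15% in these data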;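 further: 0% = median of all compound wells on the plate and 100% = blocking peptide control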
UHRF1 binding: UHRF1 methyl-DNA binding inhibition. Q96T88. UHRF1 binding to methylated oligo, TR-FRET. inhibition, % at 4.4 µM. 370,000 compounds, 0.75% hits. AID 687016; in the data active means inhibition above about 21%;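 further: UHRF1 SRA domain binding a hemimethylated CpG hairpin DNA probe; 0% = median of test compound wells and 100% = reference inhibitor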
KLK7 zymogen act: proKLK7 (human) activation, primary screen. activation, % at 7 µM. AID 652039. 370,000 compounds, 0.9% hits. purified proKLK7, EDANS-DABCYL substrate fluorescence; 100% is mature enzyme control, 0% vehicle;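 active means activation above the mean of all tested compounds plus 3 SD, computed per campaign excluding outliers beyond control limits, cut at about 13% in these data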
Target sequence (P49862 whole entry, looked up): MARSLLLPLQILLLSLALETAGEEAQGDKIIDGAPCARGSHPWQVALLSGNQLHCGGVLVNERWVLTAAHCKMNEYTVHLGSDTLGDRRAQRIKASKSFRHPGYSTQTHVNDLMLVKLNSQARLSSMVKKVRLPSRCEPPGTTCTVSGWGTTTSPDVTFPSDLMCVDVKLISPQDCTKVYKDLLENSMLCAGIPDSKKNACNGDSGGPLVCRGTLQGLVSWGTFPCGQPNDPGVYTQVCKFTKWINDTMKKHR
DDE Tn7 FP inh: disrupts Tn7 cyclic peptide binding to fibrin D-Dimer-E complex; inhibition, % at 8.3 µM; P02675; AID 720508; 370,000 compounds, 0.13% hits; FP displacement of FITC-Tn7 peptide from fibrin DD(E); 0% = median of compound wells per plate;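 active means inhibition above the mean of compounds falling within the control limits plus 3 SD of them, cut at about 14% in these data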;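 further: 0% = plate median of compound wells and 100% = 10 µM Aha-Tn7 peptide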
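Assay system: Fibrin-DD(E) protein isolated from polymerized human fibrin clots; read-out basis: percent inhibition; medium: Tris/NaCl/CaCl2 buffer, pH 7.8; signal: FP measurement; incubation: 10 min plus 3 h, room temperature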
Rev-erbA mod: modulators of human Rev-erb alpha DNA binding; P20393; Rev-erbα–FITC-DNA binding, fluorescence polarization, 90 min; activity, % at 10 µM; 370,000 compounds, 0.79% hits; AID 1259318;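 active means activity above about 14%, limit read from the data; passing the limit was not always enough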;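 further: 0% = DMSO wells with 35 nM protein and 100% = DMSO wells with 750 nM protein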
ARFGAP1 inh: inhibitors of rat ARFGAP1 | Q62848 | Arfgap1-stimulated ARF1 GTP hydrolysis, GDP FP detection | inhibition, % at 16.5 µM | 360,000 compounds, 0.26% hits | AID 651572;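 active means inhibition above a per-plate limit, mean inhibition of low control wells plus 3 SD, cut at about 25% in these data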;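 further: 0% = DMSO wells with enzyme and 100% = wells lacking Arfgap1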
Target sequence (Q62848 1-136 limits assumed): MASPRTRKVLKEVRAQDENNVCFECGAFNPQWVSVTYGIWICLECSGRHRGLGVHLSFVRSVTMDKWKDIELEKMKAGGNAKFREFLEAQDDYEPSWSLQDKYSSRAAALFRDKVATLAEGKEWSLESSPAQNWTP
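Assay system: purified rat His6-Arfgap1 residues 1-136 (GAP domain); Reagent: human Δ17 ARF1 bound to GTP; Dosing: 16.5 µM single point, 1.26% DMSO; Times: GTP hydrolysis reaction 2 h at 25 °C; Signal: FP, GDP Alexa 633 tracer displaced from anti-GDP antibody, 620/688 nm; Measure: % inhibition from polarization.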
ASAP1 GAP inh: ASAP1 ArfGAP inhibition; ASAP1-stimulated ARF1 GTP hydrolysis, GDP FP detection; 360,000 compounds, 0.19% hits; inhibition, % at 16.5 µM; Q9ULH1; in the data active means inhibition above about 25%;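 further: 0% = vehicle with enzyme and substrate and 100% = no enzyme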
Target sequence (Q9ULH1 325-724 limits assumed): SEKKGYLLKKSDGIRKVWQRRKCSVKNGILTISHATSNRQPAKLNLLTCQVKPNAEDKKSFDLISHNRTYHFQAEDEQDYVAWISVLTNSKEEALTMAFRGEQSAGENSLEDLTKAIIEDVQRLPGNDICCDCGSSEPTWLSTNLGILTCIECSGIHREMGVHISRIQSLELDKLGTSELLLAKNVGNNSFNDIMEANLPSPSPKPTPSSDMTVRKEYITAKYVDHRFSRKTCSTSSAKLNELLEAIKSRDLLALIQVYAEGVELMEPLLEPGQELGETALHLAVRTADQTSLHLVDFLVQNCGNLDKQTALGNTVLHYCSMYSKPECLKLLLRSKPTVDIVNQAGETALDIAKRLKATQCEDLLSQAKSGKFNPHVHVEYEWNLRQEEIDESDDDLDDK
PLC-beta3 inh: blocks human PLC-beta3 enzyme activity. Purified PLC-beta3, fluorogenic substrate, fluorescence. inhibition, % at 12.2 µM. 370,000 compounds, 0.18% hits. AID 720704; in the data active means inhibition above about 11%;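 further: 0% = median of compound wells on plate and 100% = full blocker control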
HGIII-sPLA2 inh: Blocks human group III sPLA2 activity; Q9NZ20; inhibition, % at 12.2 µM; AID 743126; QFRET BODIPY PC-A2 liposome hydrolysis, fluorescence; 370,000 compounds, 0.56% hits;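 active means inhibition above mean plus 3 SD of compounds lying within the high and low control bounds, cut at about 19% in these data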;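 further: 0% = median of test compound wells and 100% = no enzyme DMSO wells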
PLC-gamma1 inh: inhibitors of human phospholipase C gamma1; inhibition, % at 12.2 µM; purified PLC-gamma1, fluorogenic substrate, fluorescence; 370,000 compounds, 0.84% hits; P19174; AID 720700; in the data active means inhibition above about 9.5%
An asterisk follows results filed as active; i = inactive; . = not tested or not shown.

SMILES	Tn6 DDE FP	UHRF1 binding	KLK7 zymogen act	DDE Tn7 FP inh	Rev-erbA mod	ARFGAP1 inh	ASAP1 GAP inh	PLC-beta3 inh	HGIII-sPLA2 inh	PLC-gamma1 inh
Cc1ccc(C(=O)NCC(=O)N2CCCN(S(=O)(=O)c3ccc(C)cc3)CC2)cc1	3.7	0.9	-0.1	2.4	11.0	1.2	10.2	1.4	5.3	-4.7
CCN(Cc1ccccc1)C(=O)CN1C(=O)c2ccccc2S1(=O)=O	7.5	0.4	-0.4	5.0	-5.1	0.4	1.9	-3.1	5.4	-0.4
CN1C(=O)C(C)(C)c2cc(S(=O)(=O)N(C)Cc3ccccc3)ccc21	6.5	-1.6	-0.3	3.1	-1.6	-5.8	-7.9	-0.1	6.4	2.4
CC1CCN(C(=O)c2[nH]cnc2C(=O)Nc2ccc(Cl)cc2)CC1	-0.1	-1.1	0.5	3.7	6.9	-2.8	-4.3	0.7	-5.5	-1.4
CN(C)C(=O)CNc1ccn2nc(-c3cccc(Cl)c3)cc2n1	3.4	-1.1	-1.7	3.7	-1.0	6.9	-0.6	-69.7	5.9	-44.7
CCC(C(=O)O/N=C(\N)c1cccc(C)c1)c1ccccc1 (stereo unspecified)	-3.9	-2.3	-0.2	-2.5	-0.5	0.0	4.4	1.8	9.8	4.2
CN(C(=O)CSc1nnc(-c2cccnc2)n1-c1ccccc1F)C1CCS(=O)(=O)C1 (stereo unspecified)	-3.8	1.0	0.3	3.4	3.7	-3.9	-8.7	-5.1	7.0	-0.3
CCn1c(SCC(=O)N2CCC(C)CC2)nnc1-c1ccco1	2.4	0.8	0.6	2.6	-3.9	6.2	-2.8	-0.9	0.1	-0.7
COc1ccccc1C(=O)NNC1=C(C(=O)C(F)(F)F)CCC1	-5.0	-2.5	0.0	-2.3	3.8	-1.2	-8.5	0.7	-4.1	-2.1
O=C(c1c(F)cccc1F)N1CCN(c2ncccn2)CC1	-2.5	-1.9	-0.5	2.3	5.2	-3.1	-24.0	-4.0	0.0	0.2
Cc1nn(-c2ccccc2)c2sc(C(=O)OCC(=O)N3CCCCC3)cc12	2.8	-1.7	-2.4	-1.1	4.7	17.7	13.2	-7.1	1.7	-7.8
Clc1nc(Cl)nc(NCCC2=CCCCC2)n1	-2.6	-0.6	0.9	1.1	1.4	6.6	-13.4	-1.0	-2.9	2.4
CCOc1ccc(C2c3c(oc4cc(C)c(C)cc4c3=O)C(=O)N2CCCN(C)C)cc1OC (stereo unspecified)	-4.5	-1.0	-0.7	1.7	6.3	-5.4	-4.7	-366.7	-21.7	-304.1
Cc1ccc(NC(=O)C2C(=O)N(CCO)C3(C)CC2c2ccccc2O3)cc1 (stereo unspecified)	2.4	0.0	-0.3	-0.4	-3.6	-12.0	-5.6	-0.9	-2.9	2.5
CCN(CCS(=O)(=O)c1ccc(Cl)cc1)C(=O)Nc1ccccc1	-2.2	0.3	0.4	5.8	-3.2	-2.3	-6.7	-7.1	6.3	-1.9
CCOC(=O)CCCNC(=O)COC(=O)c1ccc(O)cc1	7.2	-1.3	0.2	-5.0	-5.9	6.4	-4.8	-21.8	1.4	-1.3
COc1ccccc1C(=O)NNC(=O)c1cccc(F)c1	-3.3	-0.9	-0.7	2.3	1.3	1.9	5.4	-0.1	7.7	1.4
COC(=O)c1ccc(NS(=O)(=O)c2cc3c4c(c2)C(C)C(=O)N4CCC3)cc1 (stereo unspecified)	-5.8	-4.4	-0.1	-9.3	-1.5	-9.0	-2.3	-11.3	-35.3	-4.0
Cc1ccc2sc(N(CCCN(C)C)C(=O)c3ccc(S(=O)(=O)N4CCc5ccccc5C4)cc3)nc2c1C	-8.5	-2.5	-0.9	5.9	1.8	-2.0	4.1	-11.6	-4.9	-3.1
COc1ccccc1NC(=O)C1=C(C)NC(=O)NC1c1cccs1 (stereo unspecified)	0.6	-1.6	0.2	-0.6	-2.7	8.7	-9.0	0.9	2.4	2.5
COCCOC(=O)C1=C(C)NC(=O)NC1C1CC=CCC1 (stereo unspecified)	-1.0	-2.3	-0.5	-0.2	-3.2	-6.5	15.2	0.4	-10.3	-2.4
COC(=O)[C@]1(C#N)CC(=O)N(Cc2ccc(Cl)cc2)[C@@H]1c1ccccc1	-0.9	2.9	-0.3	1.8	1.5	.	.	-0.8	-2.2	-0.8
Nc1c(C(=O)NCc2ccco2)c2nc3ccccc3nc2n1CCc1ccccc1F	9.0	-0.6	-33.5	-3.4	-0.5	4.9	23.5	i	-8.2	i
COC(=O)[C@@H]1C[C@H]1[C@@H](NC(=O)c1ccccc1)c1ccccc1	3.9	-0.7	0.3	3.9	0.2	6.4	-18.4	2.3	-0.5	2.8
O=C(CC(=O)c1ccccc1)Nc1cc(C(F)(F)F)ccc1Cl	-2.9	-4.7	0.1	1.4	1.3	-6.2	7.5	1.2	2.8	1.8
CC(=O)c1cccc(N=C2NC(=O)CS2)c1	2.6	-0.7	0.2	2.3	-12.4	2.1	19.2	1.2	8.2	-0.4
CCN1CCN(C(=O)/C=C/c2ccc(F)cc2)CC1	-2.4	1.4	0.2	5.6	1.1	-2.9	0.6	-4.9	2.6	-2.0
CCN(CC)CCN(CC(=O)Nc1c(C)cc(C)cc1C)C(=O)c1ccccc1	-5.8	-2.0	0.4	-6.1	-3.9	10.3	1.4	-7.2	-2.0	-1.7
Cc1c(C(=O)O)sc(S(=O)(=O)N2CCN(C(=O)CC(C)c3ccccc3)CC2)c1C(=O)O (stereo unspecified)	-2.5	1.0	0.0	-4.8	-6.7	-4.0	3.0	0.1	-2.9	-0.4
CCN1CCN(C(=O)c2ccccc2N(C)S(=O)(=O)c2ccc(C)cc2)CC1	-1.4	-0.3	-0.1	0.5	0.3	0.0	-6.5	2.9	2.1	2.8

Gathered by group: the compounds so far containing an aryl thioether with sulfur outside any ring.
SMILES	Tn6 DDE FP	UHRF1 binding	KLK7 zymogen act	DDE Tn7 FP inh	Rev-erbA mod	ARFGAP1 inh	ASAP1 GAP inh	PLC-beta3 inh	HGIII-sPLA2 inh	PLC-gamma1 inh
CN(C(=O)CSc1nnc(-c2cccnc2)n1-c1ccccc1F)C1CCS(=O)(=O)C1 (stereo unspecified)	-3.8	1.0	0.3	3.4	3.7	-3.9	-8.7	-5.1	7.0	-0.3
CCn1c(SCC(=O)N2CCC(C)CC2)nnc1-c1ccco1	2.4	0.8	0.6	2.6	-3.9	6.2	-2.8	-0.9	0.1	-0.7

The listing continues:
SMILES	Tn6 DDE FP	UHRF1 binding	KLK7 zymogen act	DDE Tn7 FP inh	Rev-erbA mod	ARFGAP1 inh	ASAP1 GAP inh	PLC-beta3 inh	HGIII-sPLA2 inh	PLC-gamma1 inh
CCCOc1ccc(-c2c(C(=O)N/N=C/c3cccnc3)nnn2-c2nonc2N)cc1	-1.4	-0.2	-0.8	-6.7	-23.7	14.1	-2.0	-9.6	-12.7	-0.5
O=C(NCCNC(=O)c1cnccn1)c1ccc(Cl)c(Cl)c1	1.5	-0.4	-0.5	2.8	4.5	-8.5	0.8	-5.2	1.4	-0.2
COc1ccc(CC(N)c2csc(Nc3cc(Oc4ccccc4)ncn3)n2)cc1 (stereo unspecified)	2.7	-1.6	-0.7	3.8	-4.2	3.5	11.0	2.0	9.7	5.0
CC(=O)NC1CC2CCCC(C1)N2Cc1ccc(C)cc1 (stereo unspecified)	-8.2	1.5	0.6	-6.6	-4.0	-0.1	-10.9	-1.3	0.2	1.3
COc1ccc(C(=O)c2cc3ccc(O)cc3oc2=O)cc1	-2.4	-2.9	-0.3	1.9	-0.1	-1.3	-15.2	-43.8	-4.9	-38.7
Nc1nc(SCC(=O)Nc2ccccc2)nc2nc3c(cc12)CCCC3	-5.3	-0.5	-0.9	4.8	6.1	-4.6	-0.6	-9.9	-9.1	-9.7
C=CCn1nnc2sc3c(c2c1=O)CCC(C)C3 (stereo unspecified)	1.7	-5.7	-0.5	2.5	3.5	3.6	-15.2	-0.2	5.4	5.5
CC(C)CC(=O)N1CCN(Cc2cccc([N+](=O)[O-])c2)CC1	2.9	0.7	-0.1	6.7	1.4	-1.8	-6.5	1.5	8.9	0.6
CC(C)(C)c1ccc(S(=O)(=O)N2CCN(C(=O)C(=O)c3cccc(C(F)(F)F)c3)CC2)cc1	-5.3	-3.2	-0.9	-0.2	-4.8	4.7	-2.6	-0.1	0.7	-1.2
COc1ccc2c(c1)c1c(n2C)[C@@H]2CC=C(CO)[C@@H](C1)N2C	-10.0	2.8	-0.2	0.9	-2.5	-8.3	-1.6	-14.0	1.2	-9.5
CCc1nc2ccc(C(=O)NCCN3CCOCC3)cn2c1N(CCC(C)C)CCN(C)C	-6.0	-0.3	-0.1	-2.6	0.1	-4.0	-0.5	-6.2	-5.1	1.3
CCNC(=S)NNC(=O)c1cc(CC(C)C)nc2ccccc12	1.6	-1.6	1.0	5.2	1.4	0.5	-10.9	-11.1	11.2	-10.7
CC(Sc1nnc(-c2ccc(Cl)cc2)n1N)C(=O)NCC1CCCO1 (stereo unspecified)	-8.2	-2.8	-0.1	-2.3	-1.2	10.7	-3.4	-0.7	7.0	0.6
O=S1(=O)CC(N2CCN(CCO)CC2)CN1Cc1cn(Cc2cccc(C(F)(F)F)c2)nn1 (stereo unspecified)	2.3	14.4	0.6	0.7	-1.4	-8.4	-7.0	1.4	1.9	2.0
Cc1ccc(NC(=O)c2ccc3nc(N4CCOCC4)sc3c2)c(Cl)c1	-10.5	2.0	0.1	-2.5	6.0	6.0	7.3	2.1	1.2	-0.1
CCN(Cc1ccccc1)S(=O)(=O)c1ccc2c(c1)NC(=O)CS2	8.1	1.2	-0.7	2.0	3.8	-4.9	2.0	-3.6	-11.8	-1.9
Cn1c(Cn2cnc3ccccc32)nnc1SCC(=O)CC(=O)Nc1ccccc1	-2.2	-0.5	0.5	-8.7	.	1.3	-3.3	-4.5	-21.9	-1.0
O=c1[nH]c(/C=C/c2cccnc2)c([N+](=O)[O-])c(=O)[nH]1	-2.4	-0.7	0.3	-2.8	6.0	1.9	12.2	1.9	4.4	4.9
CC(=O)c1cn(CC(=O)Nc2ccc(C)c(C)c2)c2ccccc12	2.9	2.8	0.0	3.5	9.5	2.0	-11.6	-1.0	-2.0	0.0
COc1ccc2ccc(OCC(=O)N3c4ccccc4NC(=O)CC3C)cc2c1 (stereo unspecified)	0.3	1.2	0.0	0.3	0.1	-0.7	-0.8	-1.7	-0.9	-2.5
Cc1n[nH]c(=O)n1-c1ccc(C(C)(C)C)cc1	-1.8	9.8	-0.4	-9.4	1.9	0.8	2.6	-1.6	2.9	-1.9
Cn1nnc(NC(=S)NC(=O)/C=C/c2ccco2)n1	-1.9	13.8	0.1	2.9	-0.7	-5.8	6.8	-17.6	-9.7	-7.8
CCNS(=O)(=O)c1ccc(NC(=O)c2c(-c3ccccc3)noc2C)cc1	-7.4	1.2	0.2	-3.5	-2.0	7.0	1.0	2.2	-8.4	5.2
Cn1c(SCc2nc3ccccc3[nH]2)nnc1-c1ccccn1	-1.9	-3.4	-0.3	3.5	7.4	-3.1	-3.2	-7.4	-5.5	-9.1
